# Bioassay records as filed in PubChem.
# PI4K2A inh = qHTS for small molecular inhibitors of PI4K2A; Phosphatidylinositol 4-kinase type 2-alpha (Homo sapiens), Q9BTU6; purified PI4K2A, ADP-Glo luminescence, 1 h; stronger effect = lower value; activity change, negative = inhibition, % at 76.9 µM; hit rate 0.13% among 420,000; in the data active = activity change below about -50%; inconclusive = mostly about -30% to -49%;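 note: -100% = wells without enzyme as full effect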
#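 PI4K2A activity was measured by ADP-Glo luminescence: enzyme (4 ug/mL stock) and phosphatidylinositol (1.2 mM stock) in Tris pH 7.5/MgCl2/EGTA/Triton X-100 buffer were reacted with ATP (300 microM stock) for one hour at ambient temperature.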
# ERG Ets-DNA blk = qHTS for Small Molecule Inhibitors of the ERG Ets/DNA interaction; hit rate 0.028% among 370,000; fluorescence polarization, His-ERG Ets domain / labelled DNA; Potency, µM (titrated, usually from 76.9 µM), inactives show at the top dose FP activity, negative = inhibition, usual class: inhibitors; AID 624246, 2012; Transcriptional regulator ERG (Homo sapiens), P11308; active = well fitted inhibition curve with a large enough effect in the polarisation, with a control signal flat; inconclusive = small, poorly fitted or top-dose-only effect, or effect the other way, or a change in a side signal; inactive = no such curve, though single readings can be large or run the other way; the % refers to the polarisation;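 note: polarization taken with two DNA probes labelled with fluorescein and Texas red; potency is the fitted concentration of half-maximal effect; % of control where 0% means no effect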
#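 His-tagged ERG Ets domain (1 uM in the protein solution; 300mM KCl, 50mM Tris-HCl, 1mM EDTA, 1mM DTT, pH 7.5) received compound, then a probe mix of 5 nM fluorescein-DNA and 100nM Texas-615-DNA. Fluorescence polarization was read for both dyes.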
# BAZ2B block = qHTS Assay for Inhibitors of BAZ2B; Potency, µM (top dose mostly 114 µM), for inactives: at the top dose activity change, negative = inhibition, actives largely listed as inhibitors; AlphaScreen BAZ2B-H3K14Ac peptide displacement; hit rate 4.4% among 360,000; note: potency is the fitted concentration of half-maximal effect; % is set by controls: 0 for no effect and ±100 for the full control effect; nearly all actives have a fitted effect of over 60% in size
#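 AlphaScreen displacement: compounds (up to 110uM) incubated 30 min at room temperature with a preformed 50 nM BAZ2B/50 nM biotinylated H3K14Ac peptide complex in PBS pH 7.4 with Tween-20. Donor and acceptor beads at 10 ug/mL final added, 20 min light-protected before reading.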
# JMJD2A Tudor inh = qHTS Assay for Inhibitors of JMJD2A-Tudor Domain | Lysine-specific demethylase 4A (Homo sapiens), O75164 | AlphaScreen JMJD2A-Tudor / H3K4me3 peptide binding | Potency, µM (highest dose often 114 µM), inactives show at the highest dose activity change, negative = inhibition, actives largely listed as inhibitors | hit rate 4.4% among 390,000 | AID 504339, 2011; note: potency is the fitted concentration of half-maximal effect; % is set by controls: 0 for no effect and ±100 for the full control effect; nearly all actives have a fitted effect of over 50% in size
# PGK inhibitor = qHTS Assay to Find Inhibitors of Phosphoglycerate Kinase. Phosphoglycerate kinase, glycosomal (Trypanosoma brucei brucei), P07378. PGK/GAPDH coupled, Kinase-Glo luminescence, 60 min. Potency, µM (titrated, usually from 57.5 µM), inactives show at the top dose activity change, negative = inhibition, most hits filed as inhibitors. hit rate 0.043% among 380,000; note: potency is the fitted concentration of half-maximal effect; % is set by controls: 0 for no effect and ±100 for the full control effect; nearly all actives have a fitted effect of over 60% in size
#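 Luminescent ATP detection (Kinase-Glo Plus) follows a 60-minute room-temperature incubation, with wells lacking PGK as controls. Buffer: 100 mM TEA (pH 7.6), 5 mM MgCl2, 0.01% Tween-20. Coupling enzyme GAPDH (100 nM final) supplies unstable 1,3-BPG in-well.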
# G9a inh = qHTS Assay for Inhibitors of Histone Lysine Methyltransferase G9a; Histone-lysine N-methyltransferase EHMT2 (Homo sapiens), Q96KQ7; G9a H3K9 monomethylation, AlphaScreen, 2 h; Potency, µM (top dose mostly 102 µM), without a hit: top-dose activity, negative = inhibition, actives largely listed as inhibitors; hit rate 8.8% among 350,000; AID 504332, 2011; note: potency is the fitted concentration of half-maximal effect; % is set by controls: 0 for no effect and ±100 for the full control effect; nearly all actives have a fitted effect of over 75% in size
#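 Readings reflect AlphaScreen signal from monomethyl-H3K9 antibody detection. HMT at 20 nM; substrate b-H3K9 500 nM; cofactor SAM 20 uM; 2 h RT reaction; compounds tested as titrations in qHTS with 15 min preincubation.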
# Pin1 inhibitor = qHTS Assay to Find Inhibitors of Pin1; Peptidyl-prolyl cis-trans isomerase NIMA-interacting 1 (Homo sapiens), Q13526; Potency, µM (doses to about 115 µM), inactives show at the highest dose activity, negative = inhibition, hits mostly inhibitors; Pin1 FP peptide displacement, HiFluor488, 10 min; hit rate 0.009% among 390,000; AID 504891, 2011; active = well fitted inhibition curve with a large enough effect in the polarisation, with a control signal flat, not every such curve was filed as active; inconclusive = small, poorly fitted or top-dose-only effect, or effect the other way, or a change in a side signal; inactive = no such curve, though single readings can be large or run the other way; the % refers to the polarisation; note: potency is the fitted concentration of half-maximal effect; % is set by controls: 0 for no effect and ±100 for the full control effect
# Target sequence (Q13526 whole entry, looked up): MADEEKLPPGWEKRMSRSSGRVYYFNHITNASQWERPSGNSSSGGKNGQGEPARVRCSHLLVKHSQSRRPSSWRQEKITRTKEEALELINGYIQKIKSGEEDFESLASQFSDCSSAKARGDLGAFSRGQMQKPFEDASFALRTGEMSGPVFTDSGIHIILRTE
# HP1b binding inh = HTS for Inhibitors of HP1-beta Chromodomain Interactions with Methylated Histone Tails; Chromobox protein homolog 1 (Homo sapiens), P83916; AlphaScreen HP1-beta / biotin-H3K9me3 peptide binding; Potency, µM (series often up to 114 µM), inactives show at the highest dose activity change, negative = inhibition, actives largely listed as inhibitors; hit rate 0.56% among 390,000; AID 540317, 2011; note: potency is the fitted concentration of half-maximal effect; nearly all actives have a fitted effect of over 70% in size; inactives centre near 23
# Target sequence (P83916 whole entry, looked up): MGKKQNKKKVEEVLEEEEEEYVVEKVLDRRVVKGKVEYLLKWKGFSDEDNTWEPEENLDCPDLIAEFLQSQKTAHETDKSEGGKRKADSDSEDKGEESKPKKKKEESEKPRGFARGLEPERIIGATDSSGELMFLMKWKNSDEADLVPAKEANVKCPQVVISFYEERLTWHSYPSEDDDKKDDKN
#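 HP1-beta protein (50 nM final) preincubated 30 min at room temperature with biotinylated H3(1-18)K9me3 peptide (50 nM) in PBS pH 7.4, 0.01% Tween-20, then compound added for 30 min. AlphaScreen streptavidin donor/nickel chelate acceptor beads (10 ug/mL final), 30 min dark, luminescence read.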
# GLS inh = qHTS for Inhibitors of Glutaminase (GLS); Glutaminase kidney isoform, mitochondrial (Homo sapiens), O94925; GLS enzymatic activity, qHTS titration; Potency, µM (doses to about 45.5 µM), for inactives: top-dose activity change, negative = inhibition, most hits filed as inhibitors; hit rate 0.21% among 410,000; AID 624170, 2012; note: potency is the fitted concentration of half-maximal effect; % is set by controls: 0 for no effect and ±100 for the full control effect
# Target sequence (O94925 whole entry, looked up, canonical isoform): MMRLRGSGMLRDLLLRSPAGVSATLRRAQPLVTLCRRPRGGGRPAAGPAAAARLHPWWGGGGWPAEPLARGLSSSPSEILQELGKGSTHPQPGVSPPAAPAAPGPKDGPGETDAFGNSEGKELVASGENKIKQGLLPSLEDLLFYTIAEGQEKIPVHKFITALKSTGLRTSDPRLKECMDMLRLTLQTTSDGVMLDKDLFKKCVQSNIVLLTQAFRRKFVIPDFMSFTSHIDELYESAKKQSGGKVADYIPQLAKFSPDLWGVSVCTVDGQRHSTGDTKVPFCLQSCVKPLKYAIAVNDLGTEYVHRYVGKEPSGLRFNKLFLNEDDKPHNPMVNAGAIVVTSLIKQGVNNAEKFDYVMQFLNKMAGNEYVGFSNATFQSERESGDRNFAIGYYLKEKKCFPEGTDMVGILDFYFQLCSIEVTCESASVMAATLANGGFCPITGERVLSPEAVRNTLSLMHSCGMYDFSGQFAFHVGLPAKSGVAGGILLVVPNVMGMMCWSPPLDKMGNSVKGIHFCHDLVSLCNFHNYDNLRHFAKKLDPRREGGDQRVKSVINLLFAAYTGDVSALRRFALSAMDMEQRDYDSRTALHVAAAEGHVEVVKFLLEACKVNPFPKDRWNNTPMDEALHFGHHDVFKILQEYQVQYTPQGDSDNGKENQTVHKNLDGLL
#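 Two-point fluorescence kinetic (t0, 30 min RT) for hKGA; glutamate detected via glutamate oxidase–HRP–Amplex Red. Substrate: 1 mM L-glutamine solution; buffer 45 mM KH2PO4, pH 8.2.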
# The depositor's hits bear a star; i = inactive; ? = inconclusive; . = not tested or not shown; [ ] = another dose, or the depositor's remark. Unless noted, calls come from the whole dose curve; as a rule, active = well fitted curve in the direction sought with a large enough effect; inconclusive = small, poorly fitted or top-dose-only effect, or another doubt; inactive = no such curve, though single readings can be large; an effect the other way counts as inactive or inconclusive.
entry | mol | PI4K2A inh | ERG Ets-DNA blk | BAZ2B block | JMJD2A Tudor inh | PGK inhibitor | G9a inh | Pin1 inhibitor | HP1b binding inh | GLS inh
1 | CNc1snc(C)c1C(=O)OCC(=O)N(C)Cc1ccccc1 | -1.1 | -1.2% | 4.8% | 4.9% | -1.6% | 4.8%[12.7 µM] | -10.5% | 41.3%[activator] | 0.8%
2 | C=CCn1c(Cc2cccc3ccccc23)n[nH]c1=S | -5.7 | -3.6% | -23.8% | 50.1µM* | 0.6% | 2.24µM* | -0.5% | -6.6% | -24.7%
3 | Cc1ccccc1OCCC(=O)N1CCN(S(=O)(=O)c2ccc(Cl)cc2)CC1 | 1.3 | -2.9% | -27.8% | -17.9% | i | 44.7µM* | -0.8% | 34.3% | 1.1%
4 | Cc1ccc(N2CC(C(=O)Nc3nnc(C)s3)CC2=O)cc1 (stereo unspecified) | -1.4 | . | 8.5% | ? | 0.1% | ? | -0.3% | 20.9% | -0.5%
5 | COc1ccc(-c2noc(CCC(=O)Nc3cccnc3)n2)cc1 | -1.5 | 0.7% | -13.8% | -1.0% | -11.1% | 9.6% | -1.8% | 37.4% | -6.4%
6 | COc1ccc(CCN(C(=O)c2ccc(F)cc2)C2=CC3CCC(C2)N3C)cc1OC (stereo unspecified) | -0.1 | 10.0% | 10.9% | -10.3% | -3.8% | -14.5% | -10.7% | 36.1% | -7.1%
7 | COc1cc(C2CC(=O)N(Cc3ccc(F)cc3)c3ccccc3S2)cc(OC)c1OC (stereo unspecified) | 7.8 | -2.5% | ? | -17.5% | -0.8% | -26.7%[59 µM] | 14.6% | 20.0% | 1.8%
8 | COc1ccccc1NC(=O)CN1CCN(CC(=O)Nc2ccc3c(c2)OCO3)CC1 | -5.3 | -5.2% | 10.3% | -19.7% | i | -18.1%[12.7 µM] | -3.4% | 20.9% | 0.6%
9 | CCOP(=O)(OCC)c1nc(-c2ccc(OC)cc2)oc1N1CCOCC1 | 2.7 | -3.6% | -9.0% | -26.6% | -4.7% | -0.7%[12.7 µM] | -2.7% | 17.7% | -0.1%
10 | CCN1CCN(CCCNC(=O)c2cc3sccc3n2CC)CC1 | 10.0 | 1.9% | 5.5% | -35.2% | -1.0% | -45.3%[59 µM] | . | 12.1% | 10.0%
11 | CCOc1ccc(C(=O)Nc2ccc(CN3CCOCC3)cc2)cc1Br | 8.4 | 7.6% | -35.6% | ? | -6.3% | -10.3%[59 µM] | 0.1% | -12.9% | -10.7%
12 | CCOc1ccc2nc(COC(=O)c3cccs3)c(C(=O)c3ccccc3)[n+]([O-])c2c1 | 1.2 | -15.8% | 4.4% | -22.5% | 3.5% | 11.8%[59 µM] | -1.3% | -7.0% | 11.4%
13 | CC1=NN(c2ccccc2)C(=O)/C1=C\N(O)c1ccccc1 | -14.0 | 0.9% | -10.6% | ? | -1.2% | . | -12.4% | 29.8% | 1.4%
14 | O=C(O)CCn1cnc2ccccc2c1=O | -3.1 | -3.5% | ? | -19.0% | -1.7% | -25.1%[12.7 µM] | -13.6% | 28.2% | 9.4%
15 | COc1ccc(NC(=O)[C@@H]2[C@@H]3C(=O)N(C4CCCCC4)C(=O)[C@@H]3C3c4ccccc4C=CN32)cc1 (stereo partly specified) | -12.2 | 0.1% | . | -29.7% | -5.9% | ? | 12.7% | 15.6% | -14.1%
16 | CC12CC3(C)CC(C)(C1)CC(C(=O)NCc1ccccn1)(C2)C3 | 5.4 | -4.0% | -23.4% | 5.5% | -4.7% | -20.1% | 4.0% | 18.8% | 1.9%
17 | Cc1onc(-c2ccccc2)c1C(=O)Nc1nnc(CC(C)C)s1 | -4.8 | -14.4% | 4.1% | -12.1% | -4.0% | -1.8% | 8.7% | 32.8% | -1.2%
18 | CC(C)CC(C)N1CCC(n2nccc2NC(=O)CCc2ccccc2)CC1 (stereo unspecified) | 3.6 | 10.6% | -19.0% | -5.1% | i | -0.9% | 0.5% | 25.4% | 7.2%
19 | CN1CCN(CCC(=O)N/N=C/c2cc3c(cc2[N+](=O)[O-])OCO3)CC1 | -1.3 | 1.1% | -29.5% | 3.98µM* | -4.7% | ? | 0.9% | -0.8% | -3.2%
20 | CSC(=NNC(=O)c1ccc(O)cc1)SC | 11.2 | -12.1% | -2.0% | -9.2% | -2.0% | ? | 1.1% | 10.1% | 32.8%[activator]
21 | COc1ccc(/C=N/NC(=O)c2cc(OC)c(OC)c(OC)c2)cc1CN1CCc2cc(OC)c(OC)cc2C1C (stereo unspecified) | -0.1 | 12.8% | -15.6% | -24.8% | -3.5% | ? | 5.2% | 10.2% | -2.0%
22 | Cc1cccc(CSCCNC(=O)CN2C(=O)c3ccccc3S2(=O)=O)c1 | -1.3 | 2.7% | 0.7% | -34.3% | -5.5% | 21.7% | 3.8% | -3.0% | 5.9%
23 | CC12CCC(C(N)=O)(C1Br)C2(C)C (stereo unspecified) | -1.4 | 1.5% | 11.7% | 9.0% | 5.0% | -0.7%[59 µM] | -4.4% | 15.8% | 7.9%
24 | CCC(C)Nc1nc(OC(C(F)(F)F)C(F)(F)F)nc(OC(C(F)(F)F)C(F)(F)F)n1 (stereo unspecified) | 10.4 | -6.0% | -0.1% | -19.1%[11.4 µM] | -8.5% | -34.4%[59 µM] | -9.9% | -17.6% | -19.1%
25 | COCCNC(=O)CSc1nc2ccccc2c(=O)n1CCC(=O)N1CCN(c2ccccc2)CC1 | 6.3 | -6.6% | -11.6% | -25.3% | -1.9% | 19.4%[59 µM] | -12.8% | 0.6% | 3.4%
26 | COc1cccc(OC)c1OCCCCc1c(C)n[nH]c1C | 1.0 | -3.2% | -33.7% | -12.3% | -6.2% | ? | 4.7% | 8.9% | 5.0%
27 | CCOC(=O)c1c(C)[nH]c(C(=O)Nc2cc(OCC)c(N3CCOCC3)cc2OCC)c1C | -0.6 | 4.1% | -24.0% | -29.9% | -5.9% | ? | -4.9% | 9.9% | -0.6%
28 | Cc1nc(SCC(=O)N2CCN(C(=O)c3cccs3)CC2)c2c(C)c(C)sc2n1 | -0.8 | -3.7% | -23.9% | -18.6% | i | 17.8µM* | 1.1% | 39.2%[activator] | 1.3%
29 | COc1cc(CCC(=O)OCC(=O)Nc2ccccc2C#N)cc(OC)c1OC | -0.9 | 19.7% | -4.9% | -4.9% | . | -3.3% | -4.6% | 34.0% | -0.1%
30 | Nc1nc(Nc2ccccc2)sc1C(=O)c1ccccc1 | 3.3 | -10.3% | 39.8µM* | ? | 0.5% | 44.7µM* | 5.7% | ? | ?
31 | O=C(NCc1ccc(F)cc1)Nc1cccc(Cl)c1 | -5.7 | -1.4% | 7.0% | -8.4% | -2.1% | 5.2% | -2.6% | 38.7% | 3.1%
32 | Cc1ccc(C(C)C)c(OCC(=O)Nc2c(C(=O)c3ccc(F)cc3)oc3ccccc23)c1 | -6.1 | 2.5% | 3.8% | 2.7% | 0.9% | -1.3%[59 µM] | 11.5% | 29.2% | 2.5%
33 | COC(=O)c1ccc2c(=O)n(CCCCCC(=O)NCc3ccc4c(c3)OCO4)c(=O)[nH]c2c1 | -3.5 | -1.7% | ? | -17.9% | -4.5% | ? | -4.4% | 25.4% | -7.2%
34 | COC(=O)c1c(NC(=O)CCCOc2ccc(C(C)(C)C)cc2)sc2c1CCC(C)C2 (stereo unspecified) | -3.3 | -1.1% | 2.5% | -13.4% | 11.1% | 4.7%[59 µM] | -3.0% | 20.8% | -1.0%
35 | COc1cc(C(C)=O)ccc1OCC(=O)Nc1ccc(Cl)c(S(=O)(=O)N2CCOCC2)c1 | -0.7 | -11.1% | 2.0% | 0.3% | -7.4% | ? | -6.1% | 19.5% | -0.3%
36 | Cc1onc(-c2ccccc2)c1C(=O)NCC(O)c1ccccc1 (stereo unspecified) | 0.7 | 4.3% | -2.5% | -16.4% | -1.1% | 0.9% | 6.4% | 2.6% | -0.5%
